# Source: PubChem BioAssay (Broad Institute)
# EWS-Fli inh = EWS/Fli transcriptional activity inhibition; 350,000 compounds, 0.67% hits; inhibition, % at 12.6 µM; A673 NR0B1-luciferase reporter, viability-normalised;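 active = mean inhibition of at least 50% after viability correction, with every replicate also passing that limit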;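 also: firefly luciferase signal divided by Alamar Blue viability fluorescence both relative to DMSO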
# E-sel inducer = E-selectin induction on HUVECs | 260,000 compounds, 0.37% hits | P16581 | activation, % at 7.58 µM | HUVEC E-selectin immunofluorescence imaging; normalized: neutral wells 0, TNF-alpha wells 100;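 active = mean E-selectin-positive cell signal at least 10% of the positive control, reached in at least 60% of replicates, without over 20% cell loss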;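 also: in these data hits start at about 27%; measured in HUVEC primary endothelial cells; signal is the percent of cells scored E-selectin positive by PE staining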
# Target sequence (P16581 whole entry, looked up): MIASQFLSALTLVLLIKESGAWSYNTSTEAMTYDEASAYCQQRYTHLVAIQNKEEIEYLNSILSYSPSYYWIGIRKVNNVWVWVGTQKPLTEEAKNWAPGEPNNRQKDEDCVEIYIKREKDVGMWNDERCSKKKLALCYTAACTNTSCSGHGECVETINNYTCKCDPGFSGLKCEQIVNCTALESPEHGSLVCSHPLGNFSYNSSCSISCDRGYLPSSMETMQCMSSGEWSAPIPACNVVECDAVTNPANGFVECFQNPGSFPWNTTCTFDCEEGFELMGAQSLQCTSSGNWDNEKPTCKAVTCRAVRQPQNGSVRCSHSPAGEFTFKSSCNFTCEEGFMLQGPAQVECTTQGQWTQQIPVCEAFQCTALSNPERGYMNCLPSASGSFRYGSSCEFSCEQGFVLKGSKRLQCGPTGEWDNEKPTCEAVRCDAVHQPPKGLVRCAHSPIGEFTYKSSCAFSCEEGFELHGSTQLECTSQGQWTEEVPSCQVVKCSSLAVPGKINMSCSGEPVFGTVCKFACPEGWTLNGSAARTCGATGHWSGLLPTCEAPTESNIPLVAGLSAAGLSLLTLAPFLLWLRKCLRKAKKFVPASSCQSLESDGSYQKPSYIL
#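 Assay system: HUVEC, human umbilical vein endothelial cells / Amount: 3,000 HUVEC/well / Controls: TNF-alpha positive control, DMSO neutral control / Compound dosing: single concentration / Medium: EGM-2 over gelatin coat / Evaluation: percent E-selectin-positive cells / Signal: immunofluorescence imaging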
# S100A4 MyoIIA = blocks human S100A4 binding to myosin IIA peptide. P26447. S100A4/TAMRA-MyoIIA peptide fluorescence polarization. inhibition, % at 10.7 µM. 360,000 compounds, 0.14% hits. AID 652163;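 active = mean inhibition of at least 70% across replicates, with every replicate also reaching that level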
# Target sequence (P26447 whole entry, looked up): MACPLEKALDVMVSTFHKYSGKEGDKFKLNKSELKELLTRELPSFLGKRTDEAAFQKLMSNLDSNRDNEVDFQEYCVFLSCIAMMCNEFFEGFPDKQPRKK
#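 System – human S100A4 monomer protein, biochemical binding assay · Buffer or medium – Calcium-containing HEPES buffer, pH 7.2 · Timing – 5 min between mix addition and reading · Also added – TAMRA-labelled myosin IIA heavy-chain peptide probe, 5 nM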
# RAD52 inh = blocks human RAD52 DNA annealing | recombinant RAD52 DNA annealing, FRET fluorescence | inhibition, % at 18.7 µM | 360,000 compounds, 0.46% hits;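 active = every replicate showing at least 50% inhibition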
# esBAF inh = SWI/SNF esBAF complex inhibition | mouse ES cells, Bmi1-luciferase knock-in reporter, 24 h; 100% = twice the neutral-well signal | reporter increase, % at 12.5 µM | 350,000 compounds, 2% hits; in the data active = activation above about 40%;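 also: 0% = median of the plate's neutral control wells and 100% = double that signal; a rise in the Bmi1 reporter signal indicates esBAF inhibition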
# Xi reactivation = activators of X-chromosome reactivation in mouse fibroblasts; XiGFP mouse fibroblasts, % GFP-positive cells imaging, 3 d; cells co-treated with 5-aza-dC sensitizer; scaled so ellipticine positive control = 100%; activation, % at 7.58 µM; 360,000 compounds, 0.055% hits; AID 743238;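 active = mean normalized replicate activation at least 10% and every replicate at or above 10%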;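 also: 0% = median of on-plate neutral control wells and 100% = ellipticine 6 µM median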
#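 System: 68-5-11 XiGFP fibroblast line; Timing: 3 days compound exposure; Compound dosing: one concentration, pinned; Benchmarks: positive control ellipticine, 6 µM final; Buffer or medium: DMEM containing 5-aza-dC.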
# FN deposit inh = fibronectin deposition inhibition | AH1F fibroblasts, Alexa488-fibronectin deposition fluorescence, overnight | inhibition, % at 12.6 µM | 350,000 compounds, 0.086% hits | AID 743247;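 active = mean inhibition across replicates of 30% or more, regardless of how many single replicates reach that level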;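 also: positive control wells lacked labelled fibronectin entirely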
#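 Material – AH1F fibroblast monolayer, labelled fibronectin deposition · Reagent – labelled fibronectin 24 nM · Timing – 1 h adhesion, overnight exposure · Measured by – fluorescence at 485 nm excitation, 525 nm emission · Read-out – inhibition of fibronectin deposition signal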
# RAD54 branch = blocks human RAD54 Holliday junction branch migration. Q92698. FAM/BHQ fluorescence. inhibition, % at 10.4 µM. 360,000 compounds, 0.14% hits. AID 602329;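 active = mean normalized replicate activity at least 40 and at least half of replicates scoring 40 or more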;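 also: 0% = median of neutral control wells and 100% = median of positive control wells; inhibitors cause a drop in the FAM fluorescence signal; in these data hits start at about 50%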
# * marks the source's active call; other numbers are inactive results; . = no result given.
no.	smiles	EWS-Fli inh	E-sel inducer	S100A4 MyoIIA	RAD52 inh	esBAF inh	Xi reactivation	FN deposit inh	RAD54 branch
1	CC(C)NC(=O)Nc1nnc([C@@H]2C[C@H](O)[C@@H](CO)O2)s1	-13	-0.2	-4	-1	-14	-0.1	-4	14
2	CCN(CC(=O)Nc1ccccc1SC)Cc1nc2ccccc2c(=O)[nH]1	3	2.3	-1	-31	-1	-0.2	4	-4
3	C[C@H]1CN([C@@H](C)CO)C(=O)c2cccc(NC(=O)CCCCCC(=O)Nc3ccccc3N)c2O[C@@H]1CN(C)C(=O)Nc1ccc(F)cc1	2	-2.8	10	3	.	0.0	.	.
4	C[C@@H]1CCC(=O)N(CC[C@H](N=[N+]=[N-])c2ccccc2)CC1	-21	.	-1	1	0	0.0	-1	5
5	C[C@@H]1CCCCO[C@H](CN(C)S(=O)(=O)c2ccccc2)[C@@H](C)CN([C@H](C)CO)C(=O)c2cc(NS(=O)(=O)c3ccccc3)ccc2O1	-1	0.2	-3	0	1	0.2	-10	-1
6	COc1ccc(S(=O)(=O)Nc2ccc3c(c2)C(=O)N([C@@H](C)CO)C[C@@H](C)[C@H](CN(C)C(=O)Cc2ccccc2)OCCCC[C@H](C)O3)cc1	-3	0.0	4	-11	4	0.3	.	-3
7	COc1ccc(C(=O)OCC(=O)N(Cc2ccccc2)Cc2ccccc2)c(O)c1	6	0.1	-2	-15	2	0.1	-3	-10
8	CC(=O)N(C)C[C@H]1Oc2ncc(C#Cc3cccc(F)c3)cc2C(=O)N([C@H](C)CO)C[C@@H]1C	-4	-0.3	14	-6	-2	-0.9	6	-6
9	O=C(C[C@H]1CC[C@H](NC(=O)CN2CCOCC2)[C@H](CO)O1)NCCc1ccncc1	0	0.2	-1	-1	2	0.0	-10	-5
10	CC(C)(C)C(=O)N(Cc1ccc(Cl)cc1)Cc1cccnc1	6	.	-4	-2	-4	0.2	-5	2
11	CCS(=O)(=O)Nc1cccc(C2=NN(S(=O)(=O)c3ccccc3)C(c3ccco3)C2)c1 (configuration not stated)	10	5.2	-7	-28	.	0.0	-5	.
12	O=C1c2ccccc2C(=O)c2c(NCc3cccnc3)cccc21	.	1.6	.	.	3	.	-3	-34
13	O=C(COc1ccc(Br)cc1)Nc1nc(-c2cccnc2)cs1	9	13	-7	-25	.	-0.1	-26	0
14	Cc1ccc(S(=O)(=O)n2nccc2-c2c(-c3ccccc3)noc2C)cc1	25	.	9	-24	.	0.0	20	0
15	CC(C)c1ccc(N2C(=O)CSC23C(=O)N2CCCc4cccc3c42)cc1 (configuration not stated)	10	.	-3	-12	-1	.	.	7
16	CC1(C)C2CC=C(/C=N/NC(=O)C3CC3)C1C2 (configuration not stated)	1	.	-2	-7	.	0.0	0	.
17	CC(=O)Nc1ccc(NC(=O)c2csc([C@@H]3O[C@H](CO)[C@H](O)[C@H](O)[C@H]3O)n2)cc1	-6	-0.1	-2	-14	2	-0.1	20	5
18	CCOC(=O)N1CCC(NC(=O)Cn2cc3c(n2)CCCCC3)CC1	2	0.0	0	-11	-3	0.2	-19	2
19	CC(C)(C)C(=O)Nc1nnc(-c2ccncc2)o1	6	-0.1	7	-6	.	-0.1	4	.
20	CN1C(=O)C(CC(=O)NC2CCCCC2)N(C)C1=O (configuration not stated)	-2	.	-6	-19	.	0.1	.	.
21	COc1cc(CCC(=O)Nc2cnc3ccccc3c2)cc(OC)c1OC	0	0.2	-3	-11	0	0.0	2	16
22	COC(=O)c1sc2nc(C)c([N+](=O)[O-])c(C)c2c1N	-13	.	0	-17	9	0.0	-5	-8
23	CCNC(=O)[C@H]1[C@H](CO)[C@H]2Cn3c(ccc(-c4cncnc4)c3=O)[C@H]2N1Cc1ccc2c(c1)OCO2	-7	0.1	7	-6	0	0.2	.	-4
24	C[C@H](CO)N1C[C@H](C)[C@H](CN(C)C(=O)Nc2ccc(F)cc2)Oc2ncc(C#C[C@@H](C)O)cc2C1=O	-7	0.5	9	2	-1	-0.7	-13	1
25	Cc1ccc(NC(=O)CSc2nc(=O)n(CCCN3CCOCC3)c3c2CCCC3)cc1F	4	1.1	-4	-7	5	-0.1	-6	-3
26	Cc1ccc(S(=O)(=O)Nc2cc(C)cc(CCNC=O)c2C)cc1	13	0.0	11	-12	.	0.5	-10	.
27	COCC(=O)NCCc1ccc(S(N)(=O)=O)cc1	11	.	-1	-2	-2	.	.	-8
28	CCCn1c(=O)c(C(=O)NCc2ccccc2Cl)c(O)c2ccccc21	3	0.0	2	-2	-7	-0.1	2	3
29	CC(=O)N(C)C[C@H]1Oc2cc(-c3ccc(C#N)cc3)ccc2S(=O)(=O)N([C@H](C)CO)C[C@H]1C	3	0.0	0	-3	0	-0.8	-1	-4
30	O=S(=O)(Cc1cc(NCc2ccccc2)nc(-c2ccncc2)n1)c1ccccc1	13	0.2	0	-16	.	0.1	-1	.
31	Cc1ccc(S(=O)(=O)NCC(=O)OCC(=O)NCc2ccc(F)cc2)cc1	5	2.8	9	-9	.	0.0	0	.
32	CO/N=C1\CCn2c1c(C)c1ccccc12	-24	0.0	9	-5	.	0.2	8	-9
33	CC(C)C(N)c1csc(NC(=O)Nc2cccc(C(F)(F)F)c2)n1 (configuration not stated)	28	0.1	-3	-115	-2	0.0	2	16
34	CCOc1ccc([C@@H]2CC=C(C(=O)O)[C@H](c3ccc(Cl)cc3)N2S(=O)(=O)c2ccc(C)cc2)cc1	1	0.9	4	-5	2	-0.2	-6	6
35	O=C(N[C@H](C(=O)N1CCC[C@H]1C(=O)NCc1ccccc1)c1ccccc1)C1CCCC1	4	25	-2	-9	.	0.3	0	.
36	COc1ccc(/C=C(\C#N)C(=O)NCCCn2ccnc2)cc1	9	.	-2	-12	1	0.4	.	.
37	Cc1cc(C)c2c(c1)cc(C)c1nnc(SCC(=O)Nc3cc(C)on3)n12	49	.	-2	-11	8	.	.	-7
38	O=C(Cc1ccccn1)NCC[C@@H]1CC[C@@H](NS(=O)(=O)c2ccc(F)cc2)[C@H](CO)O1	-3	-1.6	1	-28	-2	1.0	.	1
39	COc1ccccc1CNC(=O)C(=O)NCCC1CCCCN1S(=O)(=O)c1cccs1 (configuration not stated)	2	-0.3	0	-16	-4	0.5	1	3
40	O=C(/C=C/c1cccc(F)c1)c1ccc(N2CCOCC2)cc1	-27	0.1	-4	-39	13	0.0	-3	7
41	C[C@H]1CN([C@@H](C)CO)C(=O)c2cccc(NC(=O)Nc3ccc(F)cc3)c2O[C@H]1CN(C)S(=O)(=O)c1cccs1	-6	0.0	2	4	0	0.1	5	-4
42	CO[C@@H]1CN(C)C(=O)c2ccc(NC(=O)Nc3c(C)noc3C)cc2OC[C@@H](C)N(C(=O)Nc2cccc(Cl)c2)C[C@H]1C	-5	-0.1	25	-18	0	-0.1	14	1
43	COc1cccc(C(=O)NN2CC(O)=C(c3nc(C)cs3)C2=N)c1	6	0.1	0	-15	.	0.1	-2	-11
44	O=C1c2cccc3cc(Br)cc(c23)C(=O)N1Nc1ccc(Br)cc1	.	-0.1	.	.	-4	0.2	-1	5
45	O=C(Nc1ccc(Cl)c(S(=O)(=O)N2CCOCC2)c1)C1=NN(c2ccccc2)C(=O)CC1	7	0.2	-9	-34	3	0.0	3	6

# 14 structures out of the list, ordered by SMILES length, high to low:
no.	smiles	EWS-Fli inh	E-sel inducer	S100A4 MyoIIA	RAD52 inh	esBAF inh	Xi reactivation	FN deposit inh	RAD54 branch
6	COc1ccc(S(=O)(=O)Nc2ccc3c(c2)C(=O)N([C@@H](C)CO)C[C@@H](C)[C@H](CN(C)C(=O)Cc2ccccc2)OCCCC[C@H](C)O3)cc1	-3	0.0	4	-11	4	0.3	.	-3
5	C[C@@H]1CCCCO[C@H](CN(C)S(=O)(=O)c2ccccc2)[C@@H](C)CN([C@H](C)CO)C(=O)c2cc(NS(=O)(=O)c3ccccc3)ccc2O1	-1	0.2	-3	0	1	0.2	-10	-1
3	C[C@H]1CN([C@@H](C)CO)C(=O)c2cccc(NC(=O)CCCCCC(=O)Nc3ccccc3N)c2O[C@@H]1CN(C)C(=O)Nc1ccc(F)cc1	2	-2.8	10	3	.	0.0	.	.
41	C[C@H]1CN([C@@H](C)CO)C(=O)c2cccc(NC(=O)Nc3ccc(F)cc3)c2O[C@H]1CN(C)S(=O)(=O)c1cccs1	-6	0.0	2	4	0	0.1	5	-4
34	CCOc1ccc([C@@H]2CC=C(C(=O)O)[C@H](c3ccc(Cl)cc3)N2S(=O)(=O)c2ccc(C)cc2)cc1	1	0.9	4	-5	2	-0.2	-6	6
8	CC(=O)N(C)C[C@H]1Oc2ncc(C#Cc3cccc(F)c3)cc2C(=O)N([C@H](C)CO)C[C@@H]1C	-4	-0.3	14	-6	-2	-0.9	6	-6
35	O=C(N[C@H](C(=O)N1CCC[C@H]1C(=O)NCc1ccccc1)c1ccccc1)C1CCCC1	4	25	-2	-9	.	0.3	0	.
9	O=C(C[C@H]1CC[C@H](NC(=O)CN2CCOCC2)[C@H](CO)O1)NCCc1ccncc1	0	0.2	-1	-1	2	0.0	-10	-5
30	O=S(=O)(Cc1cc(NCc2ccccc2)nc(-c2ccncc2)n1)c1ccccc1	13	0.2	0	-16	.	0.1	-1	.
31	Cc1ccc(S(=O)(=O)NCC(=O)OCC(=O)NCc2ccc(F)cc2)cc1	5	2.8	9	-9	.	0.0	0	.
43	COc1cccc(C(=O)NN2CC(O)=C(c3nc(C)cs3)C2=N)c1	6	0.1	0	-15	.	0.1	-2	-11
26	Cc1ccc(S(=O)(=O)Nc2cc(C)cc(CCNC=O)c2C)cc1	13	0.0	11	-12	.	0.5	-10	.
16	CC1(C)C2CC=C(/C=N/NC(=O)C3CC3)C1C2 (configuration not stated)	1	.	-2	-7	.	0.0	0	.
32	CO/N=C1\CCn2c1c(C)c1ccccc12	-24	0.0	9	-5	.	0.2	8	-9

# The results go on.
no.	smiles	EWS-Fli inh	E-sel inducer	S100A4 MyoIIA	RAD52 inh	esBAF inh	Xi reactivation	FN deposit inh	RAD54 branch
46	Cn1c(C(=O)N2CCCC(C(=O)NCc3ccccc3)C2)cc2sccc21 (configuration not stated)	-1	.	11	-6	0	0.0	1	3
47	CC(=O)CC(C)(C)NC(C)=S	4	1.2	-2	-8	2	-0.1	2	-5
48	COc1cccc(NC(=O)Nc2ccc3c(c2)C(=O)N(C)C[C@H](OC)[C@@H](C)CN(CC2CC2)[C@H](C)CO3)c1	-9	-0.4	1	25	4	0.0	3	5
49	CN1C(=O)c2cc(NC(=O)c3cccc(F)c3)ccc2OC[C@H]2O[C@H](CC(=O)O)CC[C@H]21	-7	0.1	.	.	-4	0.0	1	-2
50	CCN(c1ccccc1)S(=O)(=O)c1cccc(C(=O)NCc2cccnc2)c1	5	-0.6	3	-1	-6	0.2	-5	5
51	Cc1ccc(/C=N/NC(=O)c2nnn(-c3nonc3N)c2-c2ccc3c(c2)OCO3)s1	.	.	-5	-63	5	0.0	2	4
52	COc1ccc(C(=O)Nc2ccc(C(=O)N3CCOCC3)cc2)cc1OC	-9	0.4	2	-3	16	0.5	2	-14

# 2 consecutive compounds already listed, quoted:
no.	smiles	EWS-Fli inh	E-sel inducer	S100A4 MyoIIA	RAD52 inh	esBAF inh	Xi reactivation	FN deposit inh	RAD54 branch
50	CCN(c1ccccc1)S(=O)(=O)c1cccc(C(=O)NCc2cccnc2)c1	5	-0.6	3	-1	-6	0.2	-5	5
51	Cc1ccc(/C=N/NC(=O)c2nnn(-c3nonc3N)c2-c2ccc3c(c2)OCO3)s1	.	.	-5	-63	5	0.0	2	4
